# GAA spleen mod: inhibitors or activators of human alpha-glucosidase in spleen homogenate; P10253; human spleen homogenate, 4-MU-alpha-glucoside fluorescence; Potency, µM (highest dose often 79.9 µM), for the others: at the highest dose activity change, negative = inhibition, actives largely listed as inhibitors; 240,000 tested, 0.006% active;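 further: 0% = enzyme with vehicle and -100% = no enzyme basal signal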
#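 Human spleen homogenate (1 ug) with 4-methylumbelliferyl-alpha-D-glucopyranoside (1 mM final) in 50 mM citrate/phosphate pH 5.0, 0.01% Tween-20; 40 min at 37 C. Stopped at pH 10; 4-MU fluorescence Ex 365/Em 440 nm; AC50 by Hill fit.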
# Tau fluor cs: counter-screen for tau fibril formation inhibitors. tau K18 P301L Alexa594 fluorescence, heparin fibrillization. Potency, µM (titrated, usually from 57.7 µM), for inactives: at the highest dose activity change, negative = decrease. 280,000 tested, 0.93% active; further: on the % scale 0 is the no-effect control and ±100 the full control effect; nearly all actives have a fitted effect of over 55% in size
#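 Human tau K18 P301L (15 uM unlabeled, 0.24 uM Alexa 594-labeled) in 100 mM sodium acetate pH 7 with 20 uM heparin, 6 hr at 37 C. ThT 30 uM added, 1 hr ambient; Alexa 594 FP and total fluorescence read at 555/632 nm.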
# HTT cytoprotect: cytoprotection in Huntington HTT-Q103 PC12 cell model; PC12 HTT-Q103 induced, cytoprotection, ATP luminescence, 40 h; Potency, µM (highest dose often 56.4 µM), for inactives: cytoprotection (ATP increase), most hits filed as activators; 230,000 tested, 0.14% active;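 further: % of control where 0% means no effect; nearly all actives have a fitted effect of over 45% in size; toxic huntingtin expression switched on by the ecdysone agonist tebufenozide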
#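 ATP quantification (ATPlite) reports survival of PC12 cells in which tebufenozide, 100 nM final, switches on Htt exon 1 with 103 glutamines linked to GFP; compounds are titrated.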
# Tau fibril FP: tau fibrillization inhibition (FP). Potency, µM (titrated, usually from 57.7 µM), for the others: at the highest dose activity, negative = inhibition, actives largely listed as inhibitors. AID 1468. K18 P301L tau heparin fibrillization, Alexa594 FP, 6 h. 280,000 tested, 0.39% active. P10636; further: on the % scale 0 is the no-effect control and ±100 the full control effect; nearly all actives have a fitted effect of over 55% in size
# Target sequence (P10636 561-689 P618L limits assumed): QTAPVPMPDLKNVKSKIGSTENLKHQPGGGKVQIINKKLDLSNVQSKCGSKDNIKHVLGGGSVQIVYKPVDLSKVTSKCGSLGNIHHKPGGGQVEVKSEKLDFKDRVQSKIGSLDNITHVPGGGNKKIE
#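 Compound effects on tau fibrillization are measured by Alexa 594 fluorescence polarization (ex 555, em 632 nm). K18 P301L tau is used at 15 uM with 0.24 uM labeled tracer, and 20 uM heparin induces aggregation over 6 hr at 37 C.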
# aGal spleen mod: inhibits or activates alpha-galactosidase in human spleen homogenate; human spleen homogenate, 4MU-alpha-Gal fluorescence, 40 min; Potency, µM (titrated, usually from 80 µM), for inactives: at the top dose activity change, negative = inhibition, actives largely listed as inhibitors; 240,000 tested, 0.008% active; AID 2107;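 further: 0% = enzyme with vehicle and -100% = no enzyme basal signal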
# Target sequence (P06280 32-429 limits assumed): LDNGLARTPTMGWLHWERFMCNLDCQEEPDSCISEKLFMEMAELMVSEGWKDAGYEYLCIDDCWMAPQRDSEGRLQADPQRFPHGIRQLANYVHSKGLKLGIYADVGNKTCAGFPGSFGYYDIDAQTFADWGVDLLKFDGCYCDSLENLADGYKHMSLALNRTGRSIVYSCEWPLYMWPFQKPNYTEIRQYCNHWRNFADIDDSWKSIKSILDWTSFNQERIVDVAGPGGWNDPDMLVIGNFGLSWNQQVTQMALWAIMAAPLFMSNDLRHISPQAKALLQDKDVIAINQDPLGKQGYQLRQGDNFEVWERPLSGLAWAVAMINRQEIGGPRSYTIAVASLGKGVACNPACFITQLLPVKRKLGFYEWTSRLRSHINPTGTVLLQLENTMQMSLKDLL
#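 Human spleen homogenate (1 ug) as enzyme source, 4-methylumbelliferyl-alpha-D-galactopyranoside 1 mM final, citrate/phosphate pH 5.0 with 0.01% Tween-20. Compounds 40 min at 37C, NaOH/glycine stop; fluorescence Ex 365/Em 440, Hill-fit AC50.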
# GAA inhib: inhibitors of human lysosomal alpha-glucosidase; purified human GAA, 4-MU-alpha-glucoside fluorescence; AID 1466; Potency, µM (series often up to 76.9 µM), for inactives: at the top dose activity change, negative = inhibition, most hits filed as inhibitors; 200,000 tested, 0.005% active;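 further: plate controls were uninhibited enzyme wells for no effect and no-enzyme background for full effect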
#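 Fluorescence at Ex 365/Em 440 nm from 4-methylumbelliferone reported enzyme activity after 20 min at room temperature. Reactions used 4 nM enzyme and 400 uM substrate at pH 5.0; curves fitted with the Hill equation.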
# Tau fibril ThT: blocks human tau fibril formation measured by thioflavin T. recombinant tau K18 P301L (four-repeat tau fragment), heparin-induced fibrillization, ThT fluorescence. Potency, µM (top dose mostly 57.4 µM), inactives show at the top dose activity, negative = inhibition, actives largely listed as inhibitors. 270,000 tested, 2.1% active. AID 1460; further: on the % scale 0 is the no-effect control and ±100 the full control effect; nearly all actives have a fitted effect of over 55% in size
#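 Recombinant human tau K18 fragment […] carrying P301L, 15 uM unlabeled plus 0.24 uM Alexa 594-labeled, was fibrillized with 20 uM heparin in 100 mM sodium acetate pH 7 for 6 hr at 37 C; 30 uM ThT fluorescence read after 1 hr.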
# GAA glycogen: GAA glycogen-cleavage inhibition or activation. P10253. recombinant GAA, glycogen substrate, Amplex Red glucose oxidase fluorescence. Potency, µM (doses to about 76.4 µM), without a hit: at the highest dose activity change, negative = inhibition, hits mostly inhibitors. 300,000 tested, 0.38% active. AID 2100;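 further: 0% = full enzyme reaction and -100% = no-enzyme basal signal; the screen sought inhibitors and activators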
#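 Recombinant enzyme (4 nM final) with compounds titrated up to 77 uM and bovine liver glycogen (30 ug) in citrate pH 5.0, 0.01% Tween-20, 37 C 40 min. Released glucose detected by Amplex Red/glucose oxidase (Ex 573/Em 610); AC50 from Hill fits.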
# * hit, by the source's call; ? = inconclusive; . = not tested or not shown; [ ] = dose if it differs, or a comment. The call rests on the fitted dose curve; in most records, active means well fitted curve in the direction sought with a large enough effect; inconclusive means small, poorly fitted or top-dose-only effect, or another doubt; inactive means no such curve, though single readings can be large; an effect the other way counts as inactive or inconclusive. Potency means the concentration at half of the fitted maximal effect. Rows were taken by chance (roughly 3.3% active in at least one column).
structure	Tau fibril ThT	Tau fibril FP	GAA spleen mod	aGal spleen mod	Tau fluor cs	GAA glycogen	HTT cytoprotect	GAA inhib
COc1cccc(-c2c[nH]c(=O)[nH]c2=O)c1	-3%	-7%	-2%	-5%	-10%	6%	5%[10 µM]	8%
CCn1ncc([N+](=O)[O-])c1C(=O)Nc1cc(C)on1	-11%	3%	-8%	-7%	-8%	12%	.	-1%
COc1cccc(Nc2c(F)c(F)c(F)c(F)c2C(=O)O)c1	-5%	3%	-3%	10%	1%	1%	-5%	-1%
CCOC(=O)c1cc2sc(C)cc2n1CC(=O)Nc1cccc(C)c1C	4%	5%	3%	5%	6%	5%	26%[10 µM]	7%
CCOc1cccc2sc(N(CCCN(C)C)C(=O)c3ccc(S(=O)(=O)N(C)c4ccccc4)cc3)nc12	?	-2%	4%	0%	-19%	-2%	-11%	-6%
Cc1occc1C(=O)NC(C)C(C)(C)C (stereo not drawn)	-3%	0%	3%	2%	-4%	-3%	0%	1%
NC(=O)c1ccc(Oc2cccc3cccnc23)c([N+](=O)[O-])c1	?	13%	2%	6%	-27%	22%	-22%	9%
O=c1c2ccccc2nc(CSc2nnnn2-c2ccccc2)n1-c1ccccc1Cl	1%	-12%	2%	0%	1%	-3%	12%[1.9 µM]	-4%
C/C(=N\NC(=O)CCn1nnc2ccccc21)c1cccs1	-5%	-1%	3%	4%	-5%	13%	-4%[10 µM]	-12%
Cc1ccc(/C=C/C(=O)N(Cc2cccs2)C2CCS(=O)(=O)C2)cc1 (stereo not drawn)	6%	4%	5%	-14%	8%	6%	0%[10 µM]	.
COc1ccc(C(=O)NCCSc2ccccn2)cc1	-4%	6%	2%	1%	3%	6%	-19%[10 µM]	5%
Cc1ccc(SCc2[nH]nc3c2C2(C(=O)N(C)c4ccccc42)C(C#N)=C(N)O3)cc1 (stereo not drawn)	-14%	-8%	-7%	4%	-23%	-1%	2%	-1%
O=C(Cn1cnc2c(cnn2-c2ccccc2)c1=O)NC1CCCC1	-3%	-7%	4%	8%	0%	9%	9%	-1%
NS(=O)(=O)c1ccc(CCNC(=O)C2CCN(S(=O)(=O)c3ccc(Br)s3)CC2)cc1	0%	-2%	6%	3%	-4%	-15%	-35%	-6%
COc1ccc(NC(=O)COc2nsnc2N2CCCCC2)cc1	?	6%	-5%	-9%	-20%	2%	-43%[inhibitor]	?
COc1ccc2c(c1)C(=O)N(CCc1ccc(S(=O)(=O)NC(=O)NC3CCCCC3)cc1)C(=O)C2(C)C	.	.	0%[29.1 µM]	-7%[29.1 µM]	.	-2%[76.3 µM]	4%[40.3 µM]	.
O=C(N/N=C/c1coc2ccccc2c1=O)c1cn(-c2ccccc2)nc1-c1ccc(F)cc1	-2%	?	-10%	-2%	?	9%	14%[10 µM]	-10%
COc1cccc(C2=NN(C(=O)c3ccco3)C(O)(C(F)(F)F)C2)c1 (stereo not drawn)	-12%	-1%	0%	-5%	-17%	9%	-14%[10 µM]	4%
CC(NC(=O)c1cccs1)c1ccc2c(c1)OCO2 (stereo not drawn)	-4%	1%	-3%	-2%	4%	-2%	-16%	-3%
Fc1ccc(CSc2ccc3nnc(-c4ccccn4)n3n2)cc1	-6%	-6%	.	2%	-9%	-1%	-24%	-7%
S=C(NCCC1=CCCCC1)Nc1ccc(Cl)cc1	-5%	-3%	-9%	3%	-18%	-4%	2%[10 µM]	2%
COc1ccc(OC)c(NC(=O)CNC(=O)Cn2c(C)cc3ccccc3c2=O)c1	-8%	4%	-4%	-1%	-9%	-2%	17%	-1%
Cc1ccc(S(=O)(=O)Nc2cc3c(cc2N2CCOCC2)n(C)c(=O)n3C)cc1	-12%	-7%	.	.	-9%	23%[76.3 µM]	.	.
COc1ccc(OC)c(CNC(=O)c2cc3c(=O)oc4ccc(C)cc4c3s2)c1	15%	-22%	.	.	1%	-3%[76.3 µM]	.	.
NNC(=O)COc1cccc(C(F)(F)F)c1	-16%	0%	-4%	-3%	-11%	4%	-34%	4%
COc1ccc(C(=O)Nc2ccc(Cl)cc2C(=O)NCCN2CCOCC2)cc1	-4%	-9%	-3%	-4%	-6%	-1%	-21%	2%
CN(CCC#N)C(=O)COC(=O)c1ccccc1C(=O)c1ccc(Cl)c([N+](=O)[O-])c1	-12%	4%	2%	-1%	-15%	4%	8%	-1%
Fc1ccc(-c2cn3cc(C(F)(F)F)cc(Cl)c3n2)cc1	-11%	-5%	-2%	4%	-14%	-4%	-2%	0%
O=C(Nc1nc(-c2cccs2)cs1)c1cc2ccccc2oc1=O	?	2%	-3%	5%	-8%	1%	18%	-5%
Cc1cc(C)c(S(=O)(=O)NCC23C=CC(O2)C2C(=O)N(c4ccccc4)C(=O)C23)c(C)c1 (stereo not drawn)	-15%	-2%	-10%	1%	-9%	-13%	-27%	5%
CC(C)(O)C#CC#CCN1CCOCC1	-12%	-1%	1%	-2%	-4%	3%	5%	-7%
CCOC(=O)c1ccc(S(=O)(=O)N2CCNCC2)cc1	-1%	-3%	-3%	4%	-6%	6%	-20%	-7%
NS(=O)(=O)c1cccc(NC(=O)CN2CCC(Cc3ccccc3)CC2)c1	0%	-6%	.	-21%	-8%	-6%	-23%	-4%
Cn1nc(C(=O)Nc2sccc2C(N)=O)ccc1=O	?	-1%	-3%	-7%	-8%	-11%	-11%	1%
COC(=O)c1ccccc1S(=O)(=O)N1CCc2nc(-c3ccccc3)c3c(c2C1)CO[C@@H](C)C3	3%[11.5 µM]	-1%[11.6 µM]	-4%[17.4 µM]	4%[17.5 µM]	0%[11.6 µM]	.	-4%[10 µM]	.
COc1ccc(OC)c(-c2cc(C(=O)NC(C)c3ccccc3)no2)c1 (stereo not drawn)	-6%	-7%	.	.	?	7%[76.3 µM]	.	.
Cc1cccc(CSc2ncc(Cl)c(C(=O)Nc3nc4ccc(F)cc4s3)n2)c1	0%	-9%	.	.	-11%	13%[76.3 µM]	.	.
CCOC(=O)c1cc2c(=O)n3ccccc3nc2n(Cc2ccco2)c1=NC(=O)c1ccccc1OCC	?	1%	5%	20%	-12%	1%	3%	8%
NNC(=S)Nc1ccccc1Cl	?	9%	-6%	-4%	-26%	-22%	22%[10 µM]	1%
CCOC(=O)c1ccc(NC(=O)CC2Nc3ccccc3NC2=O)cc1 (stereo not drawn)	-16%	-14%	.	.	?	?	.	.
CC(=O)Cc1nsc(NC(=O)c2ccc(-c3ccc(Cl)c(Cl)c3)o2)n1	1%	1%	5%	6%	-28%	-2%	-110%[inhibitor]	-1%
CS(=O)(=O)N(CCc1ccccc1)CC(=O)NCc1ccccc1	4%	-12%	3%	5%	-2%	-11%	-12%	12%
CS(=O)(=O)c1ccc(C(=O)OCC(=O)NC23CC4CC(CC(C4)C2)C3)cc1[N+](=O)[O-]	?	?	0%	6%	?	-4%	-16%[1.9 µM]	-11%
CC(C)COc1ccc(-c2nn(-c3ccccc3)cc2C(=O)Nc2nccs2)cc1	15%	14µM*	2%	12%	?	-11%	-3%	-12%
CCCC(C)c1nnc(NC(=O)C(=O)OCC)s1 (stereo not drawn)	?	-2%	0%	-8%	-3%	1%	-13%	5%
O=C(Nc1nncs1)c1cccc(S(=O)(=O)N2CCOCC2)c1	-9%	1%	-5%	-2%	-4%	3%	25%	-12%
COc1ccc(-c2nnn(CC(=O)c3ccc4c(c3)OCCO4)n2)cc1OC	-20%	-5%	-8%	-14%	-22%	2%	-8%[1.9 µM]	-7%
COC(=O)C1=C(CN2CCc3ccccc32)NC(=O)NC1c1cc(C)ccc1C (stereo not drawn)	?	0%	-10%	-2%	-19%	-21%	-24%	?
COc1cc(/C=C/C(=O)OCC(=O)N2CCN(S(=O)(=O)c3ccc(C)cc3C)CC2)ccc1O	-8%	?	-14%	2%	-26%	?	2%[10 µM]	-13%
Cc1ccc(C2(c3noc(CN(C)Cc4cccnc4)n3)CCCC2)cc1	-10%	-3%	-2%	-2%	-9%	6%	13%[10 µM]	-4%

# Continued.
structure	Tau fibril ThT	Tau fibril FP	GAA spleen mod	aGal spleen mod	Tau fluor cs	GAA glycogen	HTT cytoprotect	GAA inhib
Cc1cc(C(=O)N/N=C(\CCC(=O)O)c2cccs2)c2ccccc2n1	-6%	-4%	4%	1%	-6%	4%	.	3%
CC(=O)Nc1ccc(NS(=O)(=O)c2ccc3[nH]c(=O)[nH]c3c2)cc1	2%	6%	-21%	13%	3%	-6%	.	-1%
COc1cc(OC)c(NC(=O)CSc2cc(=O)n(C)c3ccc(Cl)cc23)cc1Cl	7%	-4%	.	.	-8%	12%[76.3 µM]	.	.
CCOC(=O)c1ccccc1NC(=O)CSc1ccc(-c2cccnc2)nn1	-3%	-1%	5%	14%	0%	3%	-11%	-2%
CC(C)(C)NC(=O)C(=O)NNC(=O)c1ccco1	-1%	-3%	7%	-15%	6%	-8%	.	11%

# Pulled by structure from the list above, 4 records:
structure	Tau fibril ThT	Tau fibril FP	GAA spleen mod	aGal spleen mod	Tau fluor cs	GAA glycogen	HTT cytoprotect	GAA inhib
Cc1cccc(CSc2ncc(Cl)c(C(=O)Nc3nc4ccc(F)cc4s3)n2)c1	0%	-9%	.	.	-11%	13%[76.3 µM]	.	.
CC(C)(O)C#CC#CCN1CCOCC1	-12%	-1%	1%	-2%	-4%	3%	5%	-7%
CC(C)(C)NC(=O)C(=O)NNC(=O)c1ccco1	-1%	-3%	7%	-15%	6%	-8%	.	11%
COC(=O)c1ccccc1S(=O)(=O)N1CCc2nc(-c3ccccc3)c3c(c2C1)CO[C@@H](C)C3	3%[11.5 µM]	-1%[11.6 µM]	-4%[17.4 µM]	4%[17.5 µM]	0%[11.6 µM]	.	-4%[10 µM]	.
